# 14-3-3g Raf = 14-3-3 gamma protein interaction modulation; P61981; FP, 14-3-3gamma / TMR-pS259-Raf peptide binding; inhibition, % at 40 µM; 0.19% of 160,000 active; AID 422; in the data active = inhibition above about 30%;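 also: 0% = protein plus tracer without compound and 100% = blank with tracer alone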
# Target sequence (P61981 whole entry, looked up): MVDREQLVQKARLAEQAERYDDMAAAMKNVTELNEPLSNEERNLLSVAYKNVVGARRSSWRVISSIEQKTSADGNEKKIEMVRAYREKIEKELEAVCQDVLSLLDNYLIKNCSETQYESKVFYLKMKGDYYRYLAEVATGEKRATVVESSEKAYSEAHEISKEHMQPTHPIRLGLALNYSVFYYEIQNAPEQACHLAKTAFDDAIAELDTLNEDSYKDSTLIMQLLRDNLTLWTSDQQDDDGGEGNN
# Starred values were filed as active, the others as inactive; & = joins results of further samples. This is a subset (hit frequency here may not be typical).
compound	14-3-3g Raf
COc1ccc(N2CCN(C(=O)C3c4cc(OC)c(OC)cc4C(=O)N(C)C3c3cccs3)CC2)cc1 (stereo not drawn)	4.4
CCCc1cc(=O)[nH]c(/N=C(\N)Nc2ccccc2)n1	-7.9
O=C(CSc1nnc(CNC(=O)c2ccco2)o1)c1ccc(Cl)cc1	-0.6
O=C(Nc1nnc(-c2ccc(Cl)s2)o1)C1CCCCC1	-4.7
CC(C)(C)NS(=O)(=O)c1ccc2c(c1)C(=O)c1ccccc1C2=O	0.5
CCOc1cc(C2/C(=C(\O)c3ccc(F)cc3)C(=O)C(=O)N2c2nncs2)ccc1O (stereo not drawn)	-1.6
CCC(C)OC(=O)C1=C(C)NC2=C(C(=O)CC(c3ccccc3)C2)C1c1cc(OC)c(OC)cc1Br (stereo not drawn)	38.8*
CCc1noc(C)c1C(=O)Nc1ncc(C)s1	-7.8
COc1ccc(CNC(=O)CCc2c(C)nc3ncnn3c2C)cc1	-4.5
CN1CCN(C(=O)c2cnn(-c3ccccc3)c2NC(=O)c2ccccc2F)CC1	-10.5
COc1ccccc1N1CCN(S(=O)(=O)c2cnc[nH]2)CC1	-2.7
CCOc1cc(C2NC(=S)NC(C)=C2C(=O)Nc2ccccn2)ccc1OCc1ccccc1 (stereo not drawn)	4.8
COC(=O)c1c(NC(=O)CC2NCCNC2=O)sc2c1CCCC2 (stereo not drawn)	0.8
Cc1onc(-c2c(F)cccc2Cl)c1C(=O)OCC(=O)NCc1ccco1	-3.5
O=c1[nH]cc(CN2CCOCC2)c(=O)[nH]1	-3.0
CN(C)c1ccc(-c2nc3n(n2)C(c2cccnc2)C2=C(CC(C)(C)CC2=O)N3)cc1 (stereo not drawn)	-8.4
COc1ccccc1N1CCN(C(=O)CCn2c(=S)[nH]c3cc4c(cc3c2=O)OCO4)CC1	3.5
Cc1c(C)c2c(C)[nH]nc2oc1=O	-8.2
O=C(CC1Oc2ccccc2NC1=O)NC1CCCC1 (stereo not drawn)	3.2
CCOC(=O)c1[nH]c2c(c1C)C(=O)CC(c1ccc(N(C)C)cc1)C2 (stereo not drawn)	-5.5
Cn1cc(C(=O)NCCN2CCN(c3ccccc3F)CC2)c2c3ccccc3n(C)c2c1=O	-6.6&-1.4
CCc1c(C)nc2ncnn2c1N1CCCC(C(=O)NCCc2ccc(OC)cc2)C1 (stereo not drawn)	-1.3
Cc1n[nH]c(C)c1S(=O)(=O)N1CCCC(C(=O)NCc2cccs2)C1 (stereo not drawn)	2.3
CCOC(=O)c1ccc(NC(=O)c2cc(OC)c(OC)cc2[N+](=O)[O-])cc1	9.4
COc1cccc(C(=O)Nc2ccc(NC(=O)c3ccco3)nc2)c1	-0.4
CC(C)(C)NC(=O)c1nn2c(c1Cl)NC(c1ccco1)CC2C(F)(F)F (stereo not drawn)	-3.2
CCC(C)N1C(=O)C2C(C(=O)Nc3ccc(C(C)C)cc3)C3C=CC2(O3)C1C(=O)NC1CCCCC1C (stereo not drawn)	1.8
CC(=O)N1c2ccc(S(=O)(=O)NCc3cccs3)cc2CC1C (stereo not drawn)	-2.8
CCN(CCCNC(=O)C1CCN(S(=O)(=O)CC)CC1)c1ccccc1	0.6
CC1CCN(CCCNC(=O)c2cc3c(=O)n(C)c4ccccc4c3n2C)CC1	10.8
CC(C)(C)NCC(O)c1cc(O)cc(O)c1 (stereo not drawn)	-4.7&-3.5
O=C(CSc1nnc(Cc2ccccc2)o1)N1CCc2ccccc21	-3.2
CCOC(=O)c1cnc2ccc(OC)cc2c1NCCO	-6.0
CCCCOc1ccc(C(=O)Nc2c3c(nn2-c2ccc(C)cc2)CSC3)cc1	6.5
Cc1ccc2c(c1)C1C=CCC1C(c1ccncc1)N2 (stereo not drawn)	-3.6
CCOC(=O)c1ccc(NC(=O)CSCc2ccco2)cc1	-13.0
O=C(O)CCC(=O)N1CCN(c2ccc(C(=O)c3ccc(F)cc3)cc2)CC1	0.2
Cc1nn2c(N)c(C#N)cnc2c1-c1ccc(Cl)cc1	-13.0
Cc1ccc(-n2nc3c(c2NC(=O)c2ccc(S(=O)(=O)N4CCCC4)cc2)CS(=O)C3)cc1 (stereo not drawn)	1.1
CCOc1ccc(S(=O)(=O)NCCC23CC4CC(CC(C4)C2)C3)c2ccccc12	-7.7
COc1ccc(OC)c(S(=O)(=O)NCC2CCCO2)c1 (stereo not drawn)	-6.8
Cc1cccc(C)c1NC(=O)C(=O)NCCc1ccccc1	-2.0
O=C(CSc1nnc(CNC(=O)c2cccs2)o1)Nc1ccc(F)cc1	0.2
CCN(CC)S(=O)(=O)c1cccc(-c2nnc(SCC(=O)c3ccc(Cl)s3)n2C)c1	-16.5
CCOC(=O)c1c(N=CN(C)C)c(C#N)n2c1CCC2	0.5
CC1CC(N(C(=O)CN2C(=O)c3ccccc3C2=O)c2ccccc2)c2ccccc2N1 (stereo not drawn)	-2.6
CCOc1ccc(C2C(C(=O)OC)=CNC=C2C(=O)OC)cc1	1.6
Cc1ccc(Cn2c(=S)[nH]c3cc4c(cc3c2=O)OCO4)cc1	3.7
O=C(CSCc1ccccc1Cl)NCc1ccc(F)cc1	1.5
CCP(=O)(CC)c1cccc(N)c1	3.0

# (listing goes on)
compound	14-3-3g Raf
O=C(Oc1cc2oc(=O)c3c(c2cc1Cl)CCC3)C1CCCCC1	-8.8
COc1ccc(C2CC(=O)C3=C(C2)NC(C)=C(C(=O)OC2CCCCC2)C3c2ccncc2)cc1 (stereo not drawn)	-7.7
CC(C)CCC1=NN(C(=O)c2ccccc2O)C(O)(C(F)(F)F)C1 (stereo not drawn)	-0.6
CC(C)NC(=O)c1cnn2c1NC(c1cccs1)CC2C(F)(F)F (stereo not drawn)	-8.5
CCOc1cccc(C(=O)NC2CCCCC2)c1	0.2
CC(C)(C)c1ccc(CNC(=O)c2ccc(Oc3ccccc3)cc2)cc1	-0.1
O=c1cc(-c2ccccc2)oc2c1Cc1ccccc1-2	-11.6
CCCn1cc2c(c1-c1cccc(C)c1)c(=O)n(C)c(=O)n2C	0.8
O=C(CSc1nc2ccccc2c(=O)n1CC1COc2ccccc2O1)c1ccc(Cl)cc1 (stereo not drawn)	-9.6
C/C(Nc1ccccc1)=C1/C(=O)C=C(c2ccco2)CC1c1ccccc1 (stereo not drawn)	-1.7

# 2 successive entries already listed, for reference:
compound	14-3-3g Raf
CC(C)NC(=O)c1cnn2c1NC(c1cccs1)CC2C(F)(F)F (stereo not drawn)	-8.5
CCOc1cccc(C(=O)NC2CCCCC2)c1	0.2

# (next part)
compound	14-3-3g Raf
Fc1ccc(-c2nn[nH]n2)cc1	1.5
CN(c1ccccc1C(=O)Nc1ccc2c(c1)OCCO2)S(C)(=O)=O	1.2
CCOc1ccccc1C1C=C(c2ccc(I)cc2)Nc2ncnn21 (stereo not drawn)	-2.5
CCc1cccc(C)c1NC(=O)CCCCCN1C(=O)c2ccccc2C1=O	-3.4
O=S(=O)(Nc1ccccn1)c1ccc(C2CCCCC2)cc1	3.8
O=c1c2cccnc2[nH]c(=S)n1Cc1ccco1	1.0
CC(C)Sc1nc(-c2cccs2)nc2c1c(=O)n(C)c(=O)n2C	-4.3
COc1ccc(-n2nc3c(c2NC(=O)c2cccc(OC)c2)CS(=O)C3)cc1 (stereo not drawn)	0.1
CCOC(=O)C1CCN(C(=O)Cc2c(C(=O)O)n(C)c3ccccc23)CC1	-7.0&-5.4
CC1=C(C(=O)Nc2ccccc2)C(c2ccc(Cl)cc2)n2ncnc2N1 (stereo not drawn)	-1.4
COc1ccc2[nH]c(=O)c(CN(Cc3nnnn3CCc3ccccc3)CC3CCCO3)cc2c1 (stereo not drawn)	-0.5
O=C(c1ccc2nc(NC(=O)C34CC5CC(CC(C5)C3)C4)sc2c1)N1CCOCC1	-6.7
CC1Sc2sc(=S)sc2SC(C)C1=O (stereo not drawn)	-5.5
CCc1ccc(NC(=O)NCC(C)CSc2ccc(C)cc2)cc1 (stereo not drawn)	-0.6
O=C(CCCn1c(=O)[nH]c2ccccc2c1=O)Nc1ccc(Cl)cc1	-5.8
CC1CCN(c2nc3c(c(=O)n(C)c(=O)n3C)n2CC(=O)C23CC4CC(CC(C4)C2)C3)CC1	-1.2
Cc1ccccc1CS(=O)(=O)Cc1ccc(C(=O)NCCc2ccc(Cl)cc2)o1	-4.3
CC(=O)c1c(C)oc2c1cc(O)c1ccccc12	-2.5
Cc1ccc(NC(=O)Cn2nnc(-c3ccccc3)n2)c(C)c1	4.5
O=C(NCc1cccc(Cl)c1)c1ccc(N2CC3CC(C2)c2cccc(=O)n2C3)c(NC(=O)c2ccc(F)cc2)c1 (stereo not drawn)	-7.5
COc1ccccc1NC(=O)c1sc2ccccc2c1Cl	-9.6
CCCc1cc(=O)[nH]c(SCC(=O)Nc2ccccc2Cl)n1	-10.6
O=C(O)CN1C(c2ccccc2O)Nc2ccc(Br)cc2C1c1ccccc1 (stereo not drawn)	-4.3
O=c1oc2ccc(Br)cc2cc1-c1nnc(Nc2ccccc2F)s1	-0.8
N/C(=N\c1nc2ccccc2o1)NC(=O)c1ccccc1NC(=O)c1ccccc1	17.9&-18.5
CCOCCCNC(=O)C1CCCN(S(=O)(=O)CC)C1 (stereo not drawn)	-4.3&-1.5
Nc1nc(CSCCO)nc(Nc2ccccc2)n1	7.9
O=C(CCc1nc(-c2ccc(Cl)cc2)no1)OCc1ccc(Br)cc1	5.5
Cc1ccc(C(=O)OCc2cc3ccccc3[nH]c2=O)cc1	-3.1
CC(C(=O)Nc1ccc(Oc2ccccc2)cc1)(C(F)(F)F)C(F)(F)F	-2.6
Cc1cc(N2CCOCC2)nc2ccc(NC(=O)CCC(=O)N3CCCc4ccccc43)cc12	-5.1
CCOC(=O)c1c(C)[nH]c(C(=O)COC(=O)C2CC(=O)N(Cc3ccccc3)C2)c1C (stereo not drawn)	-3.8
Cc1ccc(C(=O)Nc2ccc([N+](=O)[O-])cc2)cc1S(=O)(=O)N1CCCCC1	-1.9
CCN(Cc1ccccc1)C(=O)c1ccc(CNS(=O)(=O)c2ccc(C)cc2)cc1	8.0
COC(=O)c1cc(S(=O)(=O)NC2CCN(Cc3ccccc3)CC2)cn1C	-1.7
COc1ccc(C2CC(=O)c3c([nH]c(C(=O)OCCOc4ccccc4)c3C)C2)cc1 (stereo not drawn)	-0.7
COc1ccc(OCC(=O)Nc2ccc(-c3nc4ccccc4o3)cc2)cc1	-2.2
FC(F)(F)c1cc(CO[C@H]2CCCN[C@H]2c2ccccc2)cc(C(F)(F)F)c1	1.8
Clc1ccc2c(c1)c1ccccc1n2CN1CCOCC1	-2.3
CC(C)c1ccc(C2=C(O)c3ccccc3C(=O)C2=O)cc1	-0.6
CC(C)CCNC(=O)CSc1nc2ccsc2c(=O)n1Cc1ccc2c(c1)OCO2	-6.2
C=CCNC(=O)CNS(=O)(=O)c1ccc(F)cc1	-10.3
COc1cccc(C2C(C(=O)Nc3ccccc3F)=C(C)NC3=C2C(=O)CC(c2ccccc2)C3)c1 (stereo not drawn)	1.6
O=C(c1ccc(F)cc1)N1CCCCC(Sc2nnc3sc4ccccc4n23)C1=O (stereo not drawn)	1.4
COc1ccc(C2C(C(=O)N(C)Cc3ccccc3)c3cc(OC)c(OC)cc3C(=O)N2C)cc1 (stereo not drawn)	-8.8
O=C1c2ccccc2C(=O)N1CC1c2ccccc2CCN1C(=O)c1cccc(C(F)(F)F)c1 (stereo not drawn)	2.6
Cc1cc(O)c(NC(=O)c2ccc(-c3cccc(Cl)c3)o2)cc1C	-116.5
COc1ccc(N(C(=O)Cn2nnc3ccccc32)C(C(=O)NCc2ccco2)c2ccc(C)o2)cc1 (stereo not drawn)	-7.8
O=C(CSC1=NC(=O)C(c2ccccc2)C(=O)N1)Nc1nc(-c2ccccc2)cs1 (stereo not drawn)	-356.4
Cn1c(C(=O)NCc2cccs2)cc2c(=O)n(C)c3ccccc3c21	-2.5

# Going on with the list.
compound	14-3-3g Raf
COc1ccc(C2CS(=O)(=O)CS(=O)(=O)C2)cc1	-1.6
COc1ccc(-n2cnnc2SCc2ncc(-c3ccccc3)o2)cc1	3.9
CCOc1ccc(Cc2nnc(N)s2)cc1OCC	-7.6
CC(C)Cc1nnc(NC(=O)c2cccc(Cl)c2)s1	-0.5
CCCS(=O)(=O)N1CCC(C(=O)NCCCN(CC)c2cccc(C)c2)CC1	-1.7
CCOc1ccc(N2C(=O)C=CC2=O)cc1	-2.8
O=C1c2ccccc2C(=O)N1CC(O)COc1ccc2ccccc2c1 (stereo not drawn)	-1.3
CCOC(=O)c1ccc(N=c2sc(C(=O)OC)cc(=O)n2Cc2ccco2)cc1	-0.7
Cc1ccc2[nH]c3nc(SCC(=O)O)nnc3c2c1	-2.3
COc1cc2c(cc1OC)C(C(=O)NCCC1=CCCCC1)C(c1cccnc1)N(C)C2=O (stereo not drawn)	-1.7
Cc1cc(NC(=O)c2cc(S(=O)(=O)N3CCCCC3)ccc2C)n(-c2ccccn2)n1	-3.7
COc1ccc(CN(C#N)c2nc(SC)nc(N(C)C)n2)cc1	-7.2
O=C(NCCc1ccccc1)c1ccccc1Cl	-19.3
CCOC(=O)N1CCC(N2Cc3cccc(C(=O)N4CCN(C5CCCCC5)CC4)c3C2=O)CC1	-9.0
CC(C)(C)OC(=O)C1C(=O)CC(C)(O)C(C(=O)OC(C)(C)C)C1c1cccc(O)c1 (stereo not drawn)	-6.5
Cc1n[nH]c(=S)n(/N=C/c2ccccn2)c1=O	0.1
CC(=O)C1=C(O)C(=O)N(CCCN2CCOCC2)C1c1ccc(C)cc1 (stereo not drawn)	-1.1

# Among those listed so far, 2 contain a nitro group on carbon:
compound	14-3-3g Raf
CCOC(=O)c1ccc(NC(=O)c2cc(OC)c(OC)cc2[N+](=O)[O-])cc1	9.4
Cc1ccc(C(=O)Nc2ccc([N+](=O)[O-])cc2)cc1S(=O)(=O)N1CCCCC1	-1.9
